Screens: PubChem, Johns Hopkins Ion Channel Center
CHT PAM: CHT positive allosteric modulators, primary screen, cell-based, membrane potential dye, choline EC20. 0.49% of 310,000 active. AID 488977, 2010. B-score at 10 µM. CHT-expressing cells; hits give high values; LV-AA mutant CHT in HEK293 cells. High affinity choline transporter 1 (Homo sapiens), Q9GZV3;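 active = initial fluorescence not abnormally high and integrated response B-score, plate-corrected, over 3 SD above library mean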
Target sequence (Q9GZV3 whole entry, looked up): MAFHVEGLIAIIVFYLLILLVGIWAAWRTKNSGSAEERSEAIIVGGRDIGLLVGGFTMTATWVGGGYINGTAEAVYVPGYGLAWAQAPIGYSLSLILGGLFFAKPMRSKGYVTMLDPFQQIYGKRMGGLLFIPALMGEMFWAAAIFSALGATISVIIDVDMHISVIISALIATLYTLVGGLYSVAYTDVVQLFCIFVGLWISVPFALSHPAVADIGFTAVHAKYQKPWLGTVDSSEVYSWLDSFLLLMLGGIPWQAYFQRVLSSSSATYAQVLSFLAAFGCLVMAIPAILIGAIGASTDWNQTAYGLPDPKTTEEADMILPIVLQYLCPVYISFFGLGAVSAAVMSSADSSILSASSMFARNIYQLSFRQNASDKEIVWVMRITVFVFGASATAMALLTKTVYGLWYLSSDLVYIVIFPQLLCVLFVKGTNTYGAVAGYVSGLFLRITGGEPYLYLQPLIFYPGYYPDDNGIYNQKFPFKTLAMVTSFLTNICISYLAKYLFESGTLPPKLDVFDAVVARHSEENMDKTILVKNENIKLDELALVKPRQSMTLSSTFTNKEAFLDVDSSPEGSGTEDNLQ
CHT inh: inhibitors of human choline transporter CHT. High affinity choline transporter 1 (Homo sapiens), Q9GZV3. CHT-expressing cells, membrane potential dye, choline response; hits give low values. B-score at 10 µM. 0.86% of 310,000 active. AID 488975, 2010;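 active = B-score over 3 SD under the library average, and starting fluorescence ratio not unusually high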;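 also: choline stimulus applied at its EC90 after an EC20 pre-addition; B-score computed on integrated fluorescence ratio after choline addition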
Active calls of the source: *; i = inactive.

SMILES | CHT PAM | CHT inh
O=C(Nc1cc(=O)[nH]c2nc(-c3ccc(Cl)cc3)nn12)c1ccccc1 | i | i
Cc1nc2ccc(NC(=O)c3c(-c4ccccc4)noc3C)cc2s1 | i | i
c1ccc(CCCc2nc(-c3cccnc3)no2)cc1 | i | i
CCOC(=O)C1=C(O)CSC1=Nc1ccc(Cl)cc1 | i | i
CCOC(=O)C1CCN(C(=O)Cc2cccc3ccccc23)CC1 | i | i
Clc1cnc(N/N=C/c2ccncc2)c(Cl)c1 | i | i
Cc1c(O)c(S(=O)c2ccccc2)c(=O)n(-c2ccccc2)c1-c1ccccc1 (stereo unspecified) | i | i
O=C(Nc1ccccc1)N1CCSCC1 | i | i
CCn1c(C)nc2cc(C(=O)NNS(=O)(=O)c3cc(Br)ccc3Br)ccc21 | i | i
CCn1cc(Br)c(C(=O)Nc2sc3c(c2C(N)=O)CCCC3)n1 | i | i
Cc1ccc(S(=O)(=O)N[C@H](C(=O)NCC2CCC(C(=O)O)CC2)C(C)C)cc1 (stereo partly specified) | i | i
CC(C)CC(NC(=O)C(CO)NC(=O)C1CCC(=O)N1)C(N)=O (stereo unspecified) | i | i
O=C(NCCc1ccccc1)c1ccc(NC(=O)c2cccnc2)cc1 | i | i
Cc1ccc(-c2cc(C(F)(F)F)n3ncc(C(=O)NCc4ccco4)c3n2)cc1 | i | i
Fc1ccc(N2CCN(Cc3cnc(Oc4ccc(Br)cc4)s3)CC2)cc1 | i | i
Cc1nc2c(-c3ccc(F)cc3)c(C)nn2c(C)c1CCC(=O)NCc1ccco1 | i | i
O=C(OCc1ccc(F)cc1)c1ccc2ccccc2n1 | i | i
Cc1ccc(Cn2ncn3c(cc4ccccc43)c2=O)cc1 | i | i
CC(=O)c1nn(-c2cccc(Br)c2)cc1C(=O)c1ccc(Cl)cc1 | i | i
N#Cc1ccccc1OCCN1C(=O)c2ccccc2C1=O | i | i
CCc1cc(C(=O)N2CCCC(C(=O)c3cccc(OC(C)C)c3)C2)n(C)n1 (stereo unspecified) | i | i
CCCSc1ccc([C@@H]2[C@@H]3C(=O)N(C)C(=O)[C@@H]3[C@]3(C(=O)OC)CCCN23)cc1OC | i | i
CCOC(=O)c1cc2c(=O)n3ccccc3nc2n(CC(C)C)c1=NC(=O)c1ccco1 | i | i
CCCCN1CC(COc2ccccc2)OC1=O (stereo unspecified) | i | i
Cc1ccc(N(CC(O)COCc2ccco2)S(=O)(=O)c2ccc(C)cc2)cc1 (stereo unspecified) | i | i
CCCCN1C(=O)c2ccccc2C1C(=O)NC1CCCC1 (stereo unspecified) | i | i
CC1CC(C)CN(CC(O)COCc2ccccc2F)C1 (stereo unspecified) | i | i
Cn1c2ccccc2c2c(C(=O)O)cn(C3CCCC3)c(=O)c21 | i | i
C/C(O)=C(/C=NCC(=O)O)C(=O)Nc1nccs1 | i | i
CCOc1ccc(CNC(=O)CCCC(=O)n2nc(C)c3ccccc32)cc1 | i | i
COc1ccccc1NC(=S)NNC(=O)c1ccc(O)cc1 | i | i
CC(=O)Nc1ccc(Nc2ccc3nonc3c2[N+](=O)[O-])cc1 | i | i
COc1ccccc1NC(=O)c1nc(S(=O)(=O)Cc2ccccc2)ncc1Cl | i | i
Cc1ccc(C(=O)Nc2c(N)nc(SCC(=O)Nc3cc(C)on3)[nH]c2=O)cc1 | i | i
COC(=O)CCNS(=O)(=O)c1ccc2nsnc2c1 | i | i
O=C(NNC(=O)c1ccc[nH]1)Nc1cc(Cl)cc(Cl)c1 | i | i

Compound profiles, as listed above. Screens in order: CHT PAM, CHT inh
Cn1c2ccccc2c2c(C(=O)O)cn(C3CCCC3)c(=O)c21 is listed with i, i
O=C(NNC(=O)c1ccc[nH]1)Nc1cc(Cl)cc(Cl)c1 is listed with i, i
COC(=O)CCNS(=O)(=O)c1ccc2nsnc2c1 is listed with i, i
CC1CC(C)CN(CC(O)COCc2ccccc2F)C1 (stereo unspecified) is listed with i, i

The listing continues:
SMILES | CHT PAM | CHT inh
Cc1ccc(NC(=O)c2sccc2SCc2cccc(C(F)(F)F)c2)cc1 | i | i
O=C(Nc1ccccc1)c1ccccc1CC[N+](=O)[O-] | i | i
Cc1ccc(-n2nnc(-c3cc4ccccc4n3C)n2)cc1 | i | i
CC1Cc2cc(S(=O)(=O)N3CCC(C(=O)N4CCN(c5ccccc5F)CC4)CC3)ccc2N1C(=O)C1CC1 (stereo unspecified) | i | i
COc1ccc(C(=O)/C=C2/C(=O)Nc3ccccc32)c(OC)c1 | i | i
CCC1=NN(C(=O)C(=O)NCCc2ccccc2)C(O)(C(F)(F)F)C1 (stereo unspecified) | i | i
COc1ccc(/C=C2\SC(=S)N(CCCC(=O)N3CCOCC3)C2=O)cc1 | i | i
CSc1nsc(/C=C/Nc2ccc(C)c(C)c2)c1C#N | i | i
Cc1ccccc1-c1nc(CS(=O)CC(=O)NCCN2CCOCC2)c(C)o1 (stereo unspecified) | i | i
CCOC(=O)c1c(N=CN(C)C)c(C#N)n2c1CCC2 | i | i
COc1ccc(C(=O)C2CCCN(C(=O)C3=CCCC3)C2)c(C)c1 (stereo unspecified) | i | -4.96*
O=C1[C@H]2[C@@H](c3ccc(F)cc3)N3C(=O)N(c4cccc(Br)c4)C(=O)[C@@]3(Cc3ccccc3)[C@H]2C(=O)N1C1CCCCC1 | i | i
Nc1nc(NC2CCCCC2)nc(NCCO)c1[N+](=O)[O-] | i | i
CC(=O)c1cccc(NC(=O)c2ccc(C)c(S(=O)(=O)N3CCOCC3)c2)c1 | i | i
O=c1nc2c(-c3cccc(Br)c3)n[nH]n2c2ccccc12 | i | i
CC(CCn1cccn1)NC(=O)c1cc(COc2ccc(F)cc2F)on1 (stereo unspecified) | i | i
CC(=O)N(C)c1ccc(N=Cc2c(O)ccc3ccccc23)cc1 | i | i
O=C(NCc1ccncc1)C(=O)NCC1OCCCN1S(=O)(=O)c1ccc(F)cc1 (stereo unspecified) | i | i
O=C1/C(=C/c2ccc(F)cc2)SC(=S)N1CCCC(=O)N1CCCCC1CCO (stereo unspecified) | i | i
COc1ccccc1CNC(=O)[C@H](C)NC(=O)C1CCN(C(=O)[C@@H](N)C(C)C)CC1 | i | i
COc1ccc(-n2c(-c3ccc(C)cc3)n[nH]c2=S)cc1 | i | i
O=C(O)CCC/C=C\C[C@@H]1[C@@H](/C=C/[C@@H](O)COc2cccc(Cl)c2)[C@H](O)C[C@@H]1O | i | i
O=C(O)CCC(=O)c1c[nH]c2ccccc12 | i | i
C[N+]1(C)CCC(OC(=O)C(O)(c2ccccc2)C2CCCC2)C1 (stereo unspecified) | i | i
Cc1noc(C)c1COC(=O)c1ccc(S(=O)(=O)N2CCCCC2)cc1 | i | i
CCCc1nnc(NC(=O)c2cccc(OC)c2)s1 | i | i
CC(=O)Nc1ccc(NC(=O)CN(c2cccc(C)c2)S(C)(=O)=O)cc1 | i | i
CC(C)Oc1cc(NC(=O)CS(=O)CC(=O)Nc2cccc(C(F)(F)F)c2)c(Cl)cc1Cl (stereo unspecified) | i | i
COc1ccc(CC2(C)OC(c3ccc(C)cc3)=NN2C(C)=O)cc1 (stereo unspecified) | i | i
CN(C)C(=O)c1cc(Cl)ccc1Sc1cc(Cl)ccc1Cl | i | i
CC(=O)Nc1nc(C)c(Oc2cccc(C(F)(F)F)c2)c(=O)[nH]1 | i | i
Cc1ccc(S(=O)(=O)Nc2cc(C(F)(F)F)ccc2N2CCOCC2)cc1C | i | i
COC(=O)Cn1cnc2c(cnn2-c2ccc(OC)cc2)c1=O | i | i
c1cc(-c2noc(CC3CCCCC3)n2)ccn1 | i | i
O=C(CN1CCN(C2CCCCC2)CC1)Nc1ccccc1N1CCCCC1 | i | i
N#Cc1cc(-c2ccccc2)oc1NC(=O)c1ccccc1 | i | i
Cc1nn(-c2ccccc2)c(N)c1Sc1ccccc1[N+](=O)[O-] | i | i
FC(F)(F)c1ccccc1CNCc1ccc2c(c1)OCO2 | i | i
CN1CCc2c(sc(NC(=O)CS(=O)(=O)c3ccc(F)cc3)c2C(N)=O)C1 | i | i
CCOc1ccccc1N(CC(=O)OC)S(=O)(=O)c1ccccc1 | i | i
CCOC(=O)n1cc(-c2cnc(CNC(=O)C(C)(c3ccccc3)c3ccccc3)o2)c2ccccc21 | i | i
CCNc1nc(CSc2ccccc2)nc2sc(C)c(C)c12 | i | i
COc1ccc(NC(=O)CN(c2ccccc2C)S(C)(=O)=O)c(OC)c1 | i | i
O=C(Nc1ccncc1)c1cc(F)cc(F)c1 | i | i
Cc1cc(Cl)ccc1NC(=S)NCc1cccs1 | i | i
O=C1CCC/C1=C\Nc1ccc(Cl)c([N+](=O)[O-])c1 | i | i
CCOC(=O)c1c(NC(=O)C2CCCO2)sc(C(=O)OC(C)(C)C)c1C (stereo unspecified) | i | i
CCCn1c2ccccc2c2cnn(CC(=O)NCCCN3CCN(c4ccccc4)CC3)c(=O)c21 | i | -9.93*
FC(F)(F)c1cc(-c2ccco2)nc(-n2nnc3ccccc32)n1 | i | i
CCC(=O)N1CCc2cc(S(=O)(=O)CCC(=O)NC(C)CC)ccc21 (stereo unspecified) | i | i
CCCCCOC(=O)Cc1c(O)c2ccccc2[nH]c1=O | i | i
COc1cc(/C=N/NC(=O)c2sc(N)c(C#N)c2C)cc(Br)c1O | i | i
COc1ccc(/C=N/NC(=O)c2nn(C)cc2Br)cc1CSCc1ccco1 | i | i
CCN(C(=S)Nc1cccc(C)c1)c1ccccc1 | i | i
O=C(CC1CCCC1)N1CCCC(Nc2ccc(F)cc2)C1 (stereo unspecified) | i | i
O=C(/C=C/c1ccccc1[N+](=O)[O-])OC1CCCCC1=O (stereo unspecified) | i | i
Cc1ccc(Oc2c(CO)c(-c3ccccc3)nn2C)cc1 | i | i
CCOc1ccccc1NC(=O)CN(c1ccc(C)cc1)S(=O)(=O)c1c(C)noc1C | i | i
CCC1CCCCN1C(=O)CSc1nc(N)c(NC(=O)c2ccc(OC)c(OC)c2)c(=O)[nH]1 (stereo unspecified) | i | i
C=C(C)Cn1c(NCCC)nc2c1c(=O)n(C)c(=O)n2C | i | i

Given with each value named: 4 of the compounds above
CN1CCc2c(sc(NC(=O)CS(=O)(=O)c3ccc(F)cc3)c2C(N)=O)C1
  CHT PAM: i
  CHT inh: i
CCOc1ccccc1N(CC(=O)OC)S(=O)(=O)c1ccccc1
  CHT PAM: i
  CHT inh: i
CCOC(=O)n1cc(-c2cnc(CNC(=O)C(C)(c3ccccc3)c3ccccc3)o2)c2ccccc21
  CHT PAM: i
  CHT inh: i
CCNc1nc(CSc2ccccc2)nc2sc(C)c(C)c12
  CHT PAM: i
  CHT inh: i

(further entries)
SMILES | CHT PAM | CHT inh
CC(=O)Oc1ccc(C(=O)[C@H]2[C@H]3C(=O)N(c4cccc5ccccc45)C(=O)[C@H]3[C@@H]3C=CC=NN32)cc1 | i | i
CCC(=O)Nc1c(-c2ccccc2)c(=O)c2ccccc2n1C | i | i
CC(=O)C1[C@H](N(C)C)CC2C3CC=C4CC(O)CC[C@]4(C)C3CC[C@@]21C (stereo partly specified) | i | i
COc1ccc(-c2noc(CCCC(=O)N3CCOCC3)n2)cc1 | i | i
C[C@H]1CN=C(Nc2ccccc2)N1CCC1CCCCC1 | i | i
O=C1CCCN1c1ccc(S(=O)(=O)N2CCN(c3ccccc3)CC2)cc1 | i | i
CC1(O)N(Cc2ccccc2)C(=O)OC12CCCCC2 (stereo unspecified) | i | i
COc1ccc(-c2[nH]ncc2CN(Cc2nccn2C)C(C)C)c(F)c1 | i | i
CCN1CCN(C(=O)c2ccc(OC)c(S(=O)(=O)Nc3ccc(C)cc3)c2)CC1 | i | i
CC(NC(=O)/C=C/c1ccc(Br)cc1)c1ccccc1 (stereo unspecified) | i | i
COc1cccc(/C=C2\SC(=S)N(CCCC(=O)Nc3ccc(C(=O)O)cc3)C2=O)c1 | i | i
COc1cccc(-n2c(=O)c3sccc3n(CC(=O)NC3CCCC3)c2=O)c1 | i | i
CC(NC(=S)Nc1cccc(C(F)(F)F)c1)C(C)(C)C (stereo unspecified) | i | i
CCC1(c2ccccc2)NC(=O)N(CC(=O)N(CC(=O)Nc2ccccc2C(F)(F)F)Cc2ccco2)C1=O (stereo unspecified) | i | i
COc1ccc(OC)c2c(C)cc(NCCN3CCOCC3)nc12 | 9.19* | i
CC1CCc2c(sc3ncnc(SCC(=O)c4ccccc4)c23)C1 (stereo unspecified) | i | i
CCc1ccc(NC(=O)C(C)n2nc(C)c([N+](=O)[O-])c2C)cc1 (stereo unspecified) | i | i
COC(=O)c1cccc(NCN2C(=O)c3ccccc3C2=O)c1 | i | i
CSc1nncc(/C(C)=N\Nc2cccc(C)c2)n1 | i | i
CCCN1CCN(c2ccc(S(N)(=O)=O)cc2[N+](=O)[O-])CC1 | i | i
C/C(=N/Nc1ccc(C)cc1)C1(C)N(O)C(C)(C)C(c2ccco2)=[N+]1[O-] (stereo unspecified) | i | i
COc1ccc(/C=N/NC(=O)CNC(=O)C2COc3ccccc3O2)cc1OC (stereo unspecified) | i | i
CCOc1ccc(NC(=O)c2c(NC(=O)CNCCN3CCOCC3)sc3c2CCC3)cc1 | i | i
